Screening data as filed in PubChem.
FBPA coupling cs: coupling enzyme interference in Giardia aldolase counter-screen; coupling enzyme system counterscreen, AmpLite Red fluorescence; activity change, negative = inhibition, % at 58.2 µM, hits read low; hit rate 0.67% among 290,000; AID 2472; in the data active = activity change below about -30%; also: % is scaled to controls: 0 for no effect and ±100 for the full control effect
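Counterscreen of the coupled detection system alone, without aldolase: glyceraldehyde-3-phosphate coupling enzymes plus AmpLite Red readout. Compounds at 57.5 uM final, 10 min RT preincubation, 20 min RT reaction, fluorescence 525/598 nm.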
Menin-MLL TR inh: menin-MLL binding inhibition, Texas Red mutant peptide; Menin + Texas Red MLL mutant peptide, fluorescence polarization; Potency, µM (top dose mostly 61.6 µM), for inactives: top-dose FP activity change, negative = inhibition, most hits filed as inhibitors; O00255; hit rate 0.23% among 270,000; active = well fitted inhibition curve with a large enough effect in the polarisation, with a control signal flat, not every such curve was filed as active; inconclusive = small, poorly fitted or top-dose-only effect, or effect the other way, or a change in a side signal; inactive = no such curve, though single readings can be large or run the other way; the % refers to the polarisation; also: potency is read from the fitted curve at half-maximal effect; % of control where 0% means no effect; many of its hits are not listed in these tables
PTAP TSG101 blk: blocks PTAP/TSG101 interaction to inhibit HIV-1 budding. Fluorescence polarization, FITC-PTAP peptide / Tsg101 binding. Potency, µM (series often up to 115 µM), for inactives: at the top dose activity change, negative = inhibition, actives largely listed as inhibitors. 340,000 tested, under 10 active; active = well fitted inhibition curve with a large enough effect in the main read-out, with a control signal flat, not every such curve was filed as active; inconclusive = small, poorly fitted or top-dose-only effect, or effect the other way, or a change in a side signal; inactive = no such curve, though single readings can be large or run the other way; also: potency is read from the fitted curve at half-maximal effect; % of control where 0% means no effect
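Tsg101 binding domain (10 uM final) was mixed with compound and a FITC-labeled PTAP peptide (50 nM final) in HEPES pH 7.5 buffer with NaCl, Tween 20, EDTA and TCEP; fluorescence polarization was read after 20 min at r.t.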
Tb PFK block: T. brucei PFK enzyme inhibition | O15648 | T. brucei PFK, ADP-Glo luminescence | Potency, µM (doses to about 57.5 µM), without a hit: at the highest dose activity, negative = inhibition, hits mostly inhibitors | hit rate 0.17% among 330,000;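 also: potency is read from the fitted curve at half-maximal effect; 0% = uninhibited 1x PFK enzyme wells and -100% = no-enzyme wells; nearly all actives have a fitted effect of over 60% in size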
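Compounds were pin-transferred as a titration series up to 57 uM into substrate buffer (0.5 mM F6P, 0.1 mM ATP, pH 8.0), then 1.25 nM PFK was added and reactions ran 45 min before ADP-Glo detection.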
Integrin act MD: activates integrin-mediated alleviation for muscular dystrophy | alpha7betagal myoblasts, beta-gal FDG fluorescence, 48 h | Potency, µM (titrated, usually from 38.3 µM), for inactives: at the top dose activation, actives largely listed as activators | hit rate 0.064% among 350,000 | AID 624291;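 also: potency is read from the fitted curve at half-maximal effect; 100% = response of the positive control SU9516; nearly all actives have a fitted effect of over 60% in size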
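alpha7betagal+/- myoblasts (passage 13, 250/well) treated 48 h at 37C with compounds at 1:260 dilution of DMSO stock. Lysed, then beta-galactosidase activity read as FDG fluorescence (ex 480/em 540) after 30 min, with pre-read for autofluorescence.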
ASM inhibitor: blocks human secretory acid sphingomyelinase; placental ASM, HMU-PC fluorogenic substrate, 60 min; Potency, µM (highest dose often 57.5 µM), for the others: at the highest dose activity change, negative = inhibition, usual class: inhibitors; AID 504937; P17405; hit rate 0.006% among 340,000; also: potency is read from the fitted curve at half-maximal effect
Target sequence (P17405 47-631 limits assumed): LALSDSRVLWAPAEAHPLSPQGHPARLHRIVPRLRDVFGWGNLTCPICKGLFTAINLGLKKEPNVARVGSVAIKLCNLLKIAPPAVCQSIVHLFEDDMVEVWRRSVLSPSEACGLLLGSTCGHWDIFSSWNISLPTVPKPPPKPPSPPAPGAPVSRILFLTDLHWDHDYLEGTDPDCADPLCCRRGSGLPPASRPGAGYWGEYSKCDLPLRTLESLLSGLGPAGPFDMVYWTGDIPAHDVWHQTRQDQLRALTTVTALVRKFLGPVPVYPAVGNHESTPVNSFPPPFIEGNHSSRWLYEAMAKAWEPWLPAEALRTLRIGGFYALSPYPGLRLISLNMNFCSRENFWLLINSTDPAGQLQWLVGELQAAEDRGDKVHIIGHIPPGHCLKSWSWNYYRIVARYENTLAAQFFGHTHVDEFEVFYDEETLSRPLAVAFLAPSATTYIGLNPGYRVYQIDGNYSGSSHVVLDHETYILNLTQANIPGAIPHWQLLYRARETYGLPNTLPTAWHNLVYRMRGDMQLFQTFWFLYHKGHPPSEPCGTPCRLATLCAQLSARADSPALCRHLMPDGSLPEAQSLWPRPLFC
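qHTS format. ASM enzyme prepared from human placenta hydrolyses the fluorogenic substrate HMU-PC0 (9 uM final) over 60 min at 37 °C after a 10 min compound preincubation.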
B2AR arrestin: recruits beta-arrestin to the human beta2-adrenergic receptor | P07550 | beta-arrestin recruitment to beta2AR, cell-based reporter | Potency, µM (titrated, usually from 46.1 µM), inactives show top-dose activation, most hits filed as activators | hit rate 0.02% among 330,000;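 also: potency is read from the fitted curve at half-maximal effect; 0% = DMSO controls and full agonism = EC100 isoproterenol or metaproterenol; nearly all actives have a fitted effect of over 65% in size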
Target sequence (P07550 whole entry, looked up): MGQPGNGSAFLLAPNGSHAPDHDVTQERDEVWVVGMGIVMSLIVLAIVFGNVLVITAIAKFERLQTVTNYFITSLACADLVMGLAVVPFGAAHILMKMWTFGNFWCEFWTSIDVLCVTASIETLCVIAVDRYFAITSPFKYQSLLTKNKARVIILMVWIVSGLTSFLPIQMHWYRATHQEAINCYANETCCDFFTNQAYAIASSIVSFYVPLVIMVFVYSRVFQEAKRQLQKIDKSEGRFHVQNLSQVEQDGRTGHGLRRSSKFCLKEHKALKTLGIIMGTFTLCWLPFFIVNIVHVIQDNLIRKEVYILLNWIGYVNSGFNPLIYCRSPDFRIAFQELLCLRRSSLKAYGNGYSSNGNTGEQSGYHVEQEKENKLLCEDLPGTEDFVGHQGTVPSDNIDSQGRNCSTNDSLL
PKM2 act: increases activity of human pyruvate kinase M2; P14618; purified PKM2, Kinase-Glo ATP luminescence, activation; response scale: 0% is enzyme alone, no compound; Potency, µM (top dose mostly 57.5 µM), without a hit: top-dose activation, actives largely listed as activators; hit rate 0.34% among 260,000; AID 1631; also: potency is read from the fitted curve at half-maximal effect; % is scaled to controls: 0 for no effect and ±100 for the full control effect; nearly all actives have a fitted effect of over 55% in size
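Purified hPK-M2 (>95% pure) converted ADP (0.1 mM final) to ATP with 0.5 mM PEP in 50 mM imidazole pH7.2, KCl, MgCl2, Tween 20, BSA; 1 h at room temperature. ATP detected by Kinase-Glo luminescence.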
Giardia kill: kills Giardia lamblia; AID 540267; Giardia lamblia trophozoite viability; activity change, % at 7.66 µM, hits read low; hit rate 0.15% among 340,000; in the data active = activity change below about -80%; inconclusive = between about -30% and that limit;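 also: parasites exposed to compound for two days anaerobically before the ATP read; % is scaled to controls: 0 for no effect and ±100 for the full control effect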
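Each well holds 100 Giardia trophozoites and compound. After two days (48 hrs) at 37 deg C in anaerobic conditions, ATP is quantified by luminescence.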
BCR signal inh: chronic active BCR signaling inhibition; AID 493014; ABC-DLBCL IkBa-CBG/CBR reporter, luminescence ratio, 4 h; hit rate 0.05% among 340,000; Potency, µM (doses to about 46.1 µM), without a hit: at the highest dose ratio change, negative = lower green/red ratio, usual class: inhibitors; active = well fitted inhibition curve with a large enough effect in the signal ratio, with a control signal flat, not every such curve was filed as active; inconclusive = small, poorly fitted or top-dose-only effect, or effect the other way, or a change in a side signal; the % refers to the signal ratio;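 also: potency is read from the fitted curve at half-maximal effect; plate controls were basal doxycycline-induced cells for no effect and cells given 10 µM MG132 for full effect; MG132 reads +100%, hits lower the ratio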
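Doxycycline induced both beetle luciferases in TMD8 lymphoma cells; IKK-driven degradation limits the IkappaBalpha-fused green signal, while red luminescence normalises for cell number and nonspecific effects. Compounds tested up to 46 uM, 4 hrs.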
GALK inhibitor: inhibitors of human galactokinase. P51570. Purified GALK, Kinase-Glo residual ATP luminescence. Potency, µM (doses to about 57.5 µM), for the others: at the highest dose activity change, negative = inhibition, actives largely listed as inhibitors. hit rate 0.007% among 270,000. AID 1868; also: potency is read from the fitted curve at half-maximal effect; % is scaled to controls: 0 for no effect and ±100 for the full control effect
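The enzyme phosphorylates galactose (100 uM) using ATP (35 uM); inhibition is detected as higher residual ATP, quantified by bioluminescence after 1 h reaction at room temperature, pH 8.0.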
An asterisk follows results filed as active; ? = inconclusive; · = no result given; [ ] = remark or other dose. Unless noted, calls follow the shape of the dose curve; as a rule, active = well fitted curve in the direction sought with a large enough effect; inconclusive = small, poorly fitted or top-dose-only effect, or another doubt; inactive = no such curve, though single readings can be large; an effect the other way counts as inactive or inconclusive. Only part of the results is shown; the hit share may differ from the screen's.

Every second line gives: FBPA coupling cs	Menin-MLL TR inh	PTAP TSG101 blk	Tb PFK block	Integrin act MD	ASM inhibitor	B2AR arrestin	PKM2 act	Giardia kill	BCR signal inh	GALK inhibitor
Nc1nnnn1/N=C/c1ccccc1
→ 1	-2%	-5%	5%	17%	9%	-1.0%	·	-5	5%	0%
Cc1ccc(NS(=O)(=O)c2c(C)[nH]c(=O)[nH]c2=O)cc1F
→ 0	10%	-2%	-3%	6%	-2%	-0.8%	·	-8	1%	12%
COc1ccc(NC(=O)CN2CCCCC2)cc1
→ 1	4%	1%	-6%	-8%	0%	-0.3%	-7%	-11	?	-2%
O=C(NC(=S)NNC(=O)c1cccs1)c1ccc(Br)o1
→ -3	9%	-1%	-3%	-18%	-1%	-0.1%	-2%	-12	?	-2%
Cc1cc(C)nc(N/N=C/c2ccncc2)n1
→ 1	7%	-2%	-8%	3%	2%	-0.7%	·	-2	1%	0%
COCCNC(=S)N(CCc1c(C)[nH]c2ccc(F)cc12)Cc1ccco1
→ -4	97%[activator]	-5%	-5%	?	-9%	-0.6%	·	-24	?	·
CN(C)S(=O)(=O)c1cccc(COc2ccccc2C(=O)Nc2ccccc2)c1
→ ·	·	-3%	1%	?	-12%	0.4%	-5%	-6	?	4%
CCN(CC(=O)Nc1ccc2c(c1)OCCO2)C(=O)c1cc(=O)[nH]c2ccccc12
→ ·	·	-1%	-12%	5%	-5%	-0.2%	·	8	-5%	·
CC1=C(C(=O)OCCNC(=O)c2ccccc2O)C(c2ccccc2[N+](=O)[O-])C(C(=O)OCC2CCCO2)=C(C)N1 (stereo not drawn)
→ -1	?	-3%	-1%	-19%	-17%	-0.2%	11%	-27	-12%	2%
CCOC(=O)C1CCN(C(=O)CCC(=O)NCCc2ccc(Cl)cc2)CC1
→ 1	2%	-1%	-2%	13%	1%	0.0%	1%	-19	?	3%
COc1ccc(CC(=O)Nc2ccc(S(=O)(=O)N3CCCC3)cc2)cc1OC
→ ·	·	0%	1%	-3%	0%	-0.4%	·	7	-4%	·
CC1CCCCN1CCNC(=O)Cn1nc(-c2ccccc2)ccc1=O (stereo not drawn)
→ 6	-24%	0%	-5%	6%	-4%	0.1%	-4%	22	0%	1%
Cc1nonc1NC(=O)OCCN1CCOC1=O
→ 1	-13%	-7%	0%	4%	0%	0.1%	1%	12	-15%	-2%
O=C1CC(N2CCC(c3nc4ccccc4o3)CC2)C(=O)N1c1ccc(F)cc1 (stereo not drawn)
→ 0	-8%	-6%	3%	0%	-1%	-0.2%	2%	1	-7%	1%
CCOC(=O)C1(CCOC)CCN(C(=O)c2sccc2C)CC1
→ 3	1%	-3%	-2%	5%	-3%	-1.3%	4%	2	0%	1%
O=C(O)CC(NCc1ccco1)C(=O)OCCCl (stereo not drawn)
→ -5	-6%	-1%	-1%	6%	4%	-0.2%	2%	-25	1%	9%
O=C(Nc1ccc(F)cc1)c1cc(Cl)sc1Cl
→ 0	-8%	-1%	-15%	3%	2%	0.1%	11%	11	-6%	6%
CCNc1nc(NCC)nc(N(n2cnnc2)S(=O)(=O)c2ccc(C)cc2)n1
→ 1	0%	-1%	-1%	-19%	0%	0.1%	8%	2	3%	0%
CCC(=O)N1CCc2cc(S(=O)(=O)N(CC)c3cccc(C)c3)ccc21
→ 3	·	-1%	0%	19%	4%	0.1%	-1%	2	-7%	0%
COc1ccc(C2=NN(CCC(=O)NCc3cccs3)C(=O)CC2)cc1
→ 4	-15%	-1%	-2%	-17%	4%	0.1%	9%	-11	-12%	0%

3 of these compounds in another layout:
molecule	FBPA coupling cs	Menin-MLL TR inh	PTAP TSG101 blk	Tb PFK block	Integrin act MD	ASM inhibitor	B2AR arrestin	PKM2 act	Giardia kill	BCR signal inh	GALK inhibitor
CC1CCCCN1CCNC(=O)Cn1nc(-c2ccccc2)ccc1=O (stereo not drawn)	6	-24%	0%	-5%	6%	-4%	0.1%	-4%	22	0%	1%
Cc1ccc(NS(=O)(=O)c2c(C)[nH]c(=O)[nH]c2=O)cc1F	0	10%	-2%	-3%	6%	-2%	-0.8%	·	-8	1%	12%
Nc1nnnn1/N=C/c1ccccc1	1	-2%	-5%	5%	17%	9%	-1.0%	·	-5	5%	0%

(list continues)
Every second line gives: FBPA coupling cs	Menin-MLL TR inh	PTAP TSG101 blk	Tb PFK block	Integrin act MD	ASM inhibitor	B2AR arrestin	PKM2 act	Giardia kill	BCR signal inh	GALK inhibitor
CCn1c(=O)n(CC)c2cc(S(=O)(=O)Nc3cc(C)cc(C)c3C#N)ccc21
→ 6	·	-4%	0%	25%	-3%	-0.1%	3%	2	-13%	-5%
OC(COc1ccc2cc(Br)ccc2c1)CN1CCOCC1 (stereo not drawn)
→ 2	3%	-10%	-1%	0%	-1%	0.0%	1%	-18	11%	0%
COc1ccc(-c2nnnn2CCc2ccccc2)cc1
→ 2	-4%	-4%	-10%	4%	2%	-0.3%	5%	-20	-1%	-3%
CNS(=O)(=O)c1ccc(NC(=S)Nc2ccc3c(c2)OCO3)cc1
→ -12	?	-4%	-23%	-2%	-3%	0.1%	-11%	-9	7%	-1%
COc1ccc(C(O)c2nc3ccccc3n2C(C)C)cc1 (stereo not drawn)
→ -4	·	-2%	1%	-22%	4%	-0.1%	-2%	22	?	-1%
C/C(=N\Nc1ccc([N+](=O)[O-])cc1[N+](=O)[O-])C(C)C(C)C (stereo not drawn)
→ 0	-8%	0%	-12%	-35%	-19%	0.0%	-1%	8	6%	14%
CCSc1nc2c(c(=O)[nH]1)C(c1ccccn1)C1=C(CC(C)(C)CC1=O)N2 (stereo not drawn)
→ 4	-14%	-11%	-1%	0%	34%[activator]	-0.2%	-1%	9	3%	-3%
Cc1noc(C)c1CSCC(=O)Nc1ccc(OC(F)F)c(Cl)c1
→ ·	·	-1%	-2%	5%	2%	-0.4%	·	-7	7%	·
CCOc1cc(NC(=O)c2cnccn2)c(OCC)cc1NC(=O)c1cccc(F)c1
→ 0	0%	·	2%	·	·	-0.3%	-3%	·	3%	-2%
CN1CCN(CC(=O)Nc2cccc([N+](=O)[O-])c2)CC1
→ 3	11%	-3%	0%	-1%	5%	-0.2%	-1%	9	-5%	1%
O=C(NCC(c1ccco1)N1CCc2ccccc21)c1cccc(F)c1 (stereo not drawn)
→ ·	·	0%	-7%	-10%	-5%	0.3%	·	10	11%	·
O/N=C1\CCCCc2ccccc21
→ -12	13%	4%	-1%	10%	5%	3.8%	3%	-10	?	3%
CN1CC2(C)OC(=O)C(Cl)=C2CC1c1ccccc1 (stereo not drawn)
→ 4	6%	-4%	7%	4%	5%	-0.7%	-5%	-12	3%	2%
O=C(Nc1ccc(C(=O)N2CCN(c3ccccc3F)CC2)cc1)C1=CSCCO1
→ ·	·	-3%	0%	?	0%	-1.0%	·	31[activator]	-4%	0%
COc1ccc(CCc2nnc(CCC(=O)N(C)Cc3ccncc3C)o2)cc1
→ 3	-14%	-3%	4%	0%	1%	0.2%	0%	-1	-3%	0%
CCCN1CCN(C(=O)CN2C(=O)COc3ccc(S(=O)(=O)N(CC)CC)cc32)CC1
→ ·	·	1%	7%	-62%[inhibitor]	1%	0.5%	·	-23	1%	4%
CCCn1c(N2CCN(CC(=O)NCc3cccs3)CC2)nc2ccccc21
→ 3	9%	-6%	0%	-5%	2%	0.0%	-2%	-9	4%	0%
CC(C)CCn1c(O)c(N=NC(=O)Cn2ccc(C(F)(F)F)n2)c2ccccc21
→ -2	-9%	1%	0%	-6%	-8%	-0.4%	2%	8	2%	2%
C[C@@H]1CC=C[C@H]2[C@H]1C(=O)N(Cc1ccccc1)[C@H]2c1ccc(F)c(-c2ccc(N(C)C)cc2)c1
→ 0	·	-1%	4%	4%	-10%	-0.5%	-7%	2	2%	-3%
Cc1ccccc1-c1nc(CN(C)C(C)c2ccon2)c(C)o1 (stereo not drawn)
→ 0	-24%	1%	-13%	0%	-5%	-0.3%	0%	14	?	-2%
COc1cccc(=O)c2c(C)n(-c3cc(C)cc(C)c3)c(C)c12
→ 5	-7%	-5%	2%	-5%	-23%	-0.4%	3%	-2	8%	0%
CCNc1nc(NCC)nc(Oc2ccc(OCc3ccccc3)nn2)n1
→ 1	-24%	·	-2%	·	·	0.2%	4%	·	-20%	-6%
